# Rab9 promoter act: activates the Rab9 promoter. Potency, µM (doses to about 9.22 µM), for the others: top-dose activation, negative = inhibition, usual class: activators. actives 2.8% (n = 320,000). AID 485297. Huh7 Rab9 promoter-luciferase reporter, luminescence, 24 h; further: % of control where 0% means no effect; nearly all actives have a fitted effect of over 60% in size
#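 Steps: seed 1500 Huh7 Rab9-luc cells per well, rest 2 h at 37 °C; add compound in DMSO; incubate 24 h; add luciferase reagent, 10 min ambient; read luminescence.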
# NPC1 prom act: activators of NPC1 promoter. Huh7 NPC1 promoter luciferase reporter, 24 h. Potency, µM (doses to about 9.22 µM), for the others: at the top dose activation, actives largely listed as activators. actives 2.4% (n = 320,000);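 further: % of control where 0% means no effect; nearly all actives have a fitted effect of over 60% in size; reporter is driven by a mutant NPC1 promoter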
#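 Quantitative HTS used a cell-based reporter: Huh7 cells stably bearing the NPC1 promoter upstream of luciferase were treated with compounds for 24 h, and promoter activation was read as luminescence.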
# p53 reactivation: re-activators of mutant p53 | AID 504706 | H1299 p53-A138V BP100-luciferase reporter, luminescence, 24 h | Potency, µM (doses to about 92.2 µM), inactives show top-dose activity change, positive = activation, actives largely listed as activators | actives 0.063% (n = 320,000); further: % of control where 0% means no effect; nearly all actives have a fitted effect of over 45% in size
#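 H1299 (p53-null), stable ts p53-A138V + BP100-Luc; 1000 cells/well, Opti-MEM/10% FBS; cpd 4 pt, 1:5; 24 h, 37 deg C, 5% CO2; detection reagent 10 min RT; luminescence.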
# FLuc counter: counter-screen for miR-21 project: firefly luciferase inhibitors or activators; Potency, µM (top dose mostly 57.5 µM), inactives show at the top dose activity change, negative = inhibition, usual class: inhibitors; purified FLuc, Km substrates, luminescence inhibition; AID 588342; P08659; actives 6.9% (n = 360,000);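 further: plate controls were vehicle for no effect and reference inhibitor for full effect; nearly all actives have a fitted effect of over 55% in size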
# Target sequence (P08659 whole entry, looked up): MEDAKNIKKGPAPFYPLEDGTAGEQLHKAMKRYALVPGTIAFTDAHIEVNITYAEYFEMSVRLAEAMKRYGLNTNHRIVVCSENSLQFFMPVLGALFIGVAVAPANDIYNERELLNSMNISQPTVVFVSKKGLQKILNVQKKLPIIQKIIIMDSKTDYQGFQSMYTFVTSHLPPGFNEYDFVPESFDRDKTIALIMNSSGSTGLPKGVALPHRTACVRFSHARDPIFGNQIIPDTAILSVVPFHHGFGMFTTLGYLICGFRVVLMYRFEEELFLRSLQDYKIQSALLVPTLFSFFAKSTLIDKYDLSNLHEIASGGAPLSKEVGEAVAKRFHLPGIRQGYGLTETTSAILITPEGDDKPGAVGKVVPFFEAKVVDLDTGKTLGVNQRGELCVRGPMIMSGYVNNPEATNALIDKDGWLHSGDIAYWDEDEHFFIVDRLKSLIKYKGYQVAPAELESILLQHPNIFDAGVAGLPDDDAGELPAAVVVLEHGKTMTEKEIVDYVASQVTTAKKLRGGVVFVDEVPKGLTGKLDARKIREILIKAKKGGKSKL
#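 Biochemical qHTS of compounds, final roughly 60 µM downward over six points, against 10 nM purified firefly luciferase using Km concentrations of substrates (10 uM D-luciferin, 10 uM ATP) in Tris acetate pH 7.5 buffer; luminescence output.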
# MBNL1 CUG block: MBNL1-poly(CUG) RNA binding inhibition; Q9NR56; TR-FRET MBNL1-His/biotin-(CUG)12 binding, 665/545 ratio; Potency, µM (top dose mostly 57.5 µM), without a hit: top-dose activity change, negative = inhibition, most hits filed as inhibitors; actives 0.036% (n = 280,000); active means well fitted inhibition curve with a large enough effect in the signal ratio, with a control signal flat, not every such curve was filed as active; inconclusive means small, poorly fitted or top-dose-only effect, or effect the other way, or a change in a side signal; inactive means no such curve, though single readings can be large or run the other way; the % refers to the signal ratio; further: on the % scale 0 is the no-effect control and ±100 the full control effect
# Target sequence (Q9NR56 whole entry, looked up): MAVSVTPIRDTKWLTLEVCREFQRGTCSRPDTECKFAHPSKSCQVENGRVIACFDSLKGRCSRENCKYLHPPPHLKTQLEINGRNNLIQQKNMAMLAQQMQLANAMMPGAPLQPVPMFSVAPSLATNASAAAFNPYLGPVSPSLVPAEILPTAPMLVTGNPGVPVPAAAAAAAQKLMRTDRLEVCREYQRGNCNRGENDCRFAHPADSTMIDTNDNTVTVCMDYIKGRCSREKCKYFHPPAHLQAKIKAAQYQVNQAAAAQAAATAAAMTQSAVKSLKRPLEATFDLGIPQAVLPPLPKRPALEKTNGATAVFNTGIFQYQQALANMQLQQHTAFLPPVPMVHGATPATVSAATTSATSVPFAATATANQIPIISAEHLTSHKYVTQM
#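 Compounds (final 92 nM to 58 uM) are added to His-tagged MBNL1 and biotin-(CUG)12, then terbium anti-His antibody and streptavidin-XL665 (5 nM final). After 60 min at room temperature, the 665/545 nm ratio is read.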
# RORgamma inh: blocks mouse ROR gamma transcriptional activity | Potency, µM (highest dose often 53.6 µM), for inactives: top-dose activity change, negative = inhibition, actives largely listed as inhibitors | actives 5.4% (n = 310,000) | P51450 | Drosophila S2 Gal4-RORgamma UAS-luciferase reporter, 20 h | AID 2551; further: on the % scale 0 is the no-effect control and ±100 the full control effect; nearly all actives have a fitted effect of over 60% in size
#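 Schneider cells (Drosophila), stable Gal4 DBD–ROR gamma + UAS-luc; 1 hr cmpd preincubation; Cu2+ induction 700 uM final; 20 hr ambient; luminescence.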
# BRCA1 expr act: activators of BRCA1 expression. MCF7-BRCA1-FFLuc reporter, luminescence, 48 h; response scale: scaled: vehicle 0%, 10 µM genistein 100%. AID 624202. Potency, µM (series often up to 46.1 µM), for inactives: at the highest dose activation, most hits filed as activators. actives 1.1% (n = 380,000); further: nearly all actives have a fitted effect of over 80% in size; some results filed as inactive show a strong effect at the top dose
#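 Luminescence from a BRCA1-driven firefly luciferase in MCF7 cells was the read-out, taken 15 min after substrate addition following 48 h compound exposure at 37 °C. Data were normalized to a 10 microM genistein control and DMSO vehicle.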
# uPA surface inh: cell surface uPA generation inhibition; cell surface uPA generation assay, qHTS; Potency, µM (series often up to 38.3 µM), for inactives: top-dose activity change, negative = inhibition, most hits filed as inhibitors; actives 0.31% (n = 330,000); AID 540303; active means well fitted inhibition curve with a large enough effect; inconclusive means small, poorly fitted or top-dose-only effect; inactive means no such curve, though single readings can be large or run the other way; tested in mouse RAW 264.7 cells; further: on the % scale 0 is the no-effect control and ±100 the full control effect; nearly all actives have a fitted effect of over 55% in size
# ELG1 genotox: induces genotoxicity in HEK293T cells with luciferase-tagged ELG1; Potency, µM (series often up to 46 µM), for inactives: at the top dose activity change, positive = activation, hits mostly activators; actives 1.3% (n = 330,000); HEK293T ELG1-luciferase reporter, luminescence, 16 h; further: % of control where 0% means no effect; nearly all actives have a fitted effect of over 60% in size
#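 Genotoxicity was scored as increased ELG1-luciferase reporter signal, measured by ONE-Glo luminescence (30 min, room temperature). Compound or vehicle exposure of the HEK293T reporter cells lasted 16 hr at 37°C.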
# VP16 counter: inhibits Gal4-VP16 luciferase reporter, ROR gamma counter-screen | Potency, µM (doses to about 53.6 µM), without a hit: at the top dose activity, negative = inhibition, most hits filed as inhibitors | actives 3.5% (n = 310,000) | Drosophila S2 Gal4-VP16 UAS-luciferase, luminescence, 20 h;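 further: Gal4-VP16 expression switched on by copper sulfate through the metallothionein promoter; on the % scale 0 is the no-effect control and ±100 the full control effect; nearly all actives have a fitted effect of over 50% in size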
# An asterisk follows results filed as active; ? = inconclusive; . = not tested or not shown; [ ] = another dose, or the depositor's remark. Unless noted, the call rests on the fitted dose curve; in most records, active means well fitted curve in the direction sought with a large enough effect; inconclusive means small, poorly fitted or top-dose-only effect, or another doubt; inactive means no such curve, though single readings can be large; an effect the other way counts as inactive or inconclusive. Potency means the concentration at half of the fitted maximal effect.
SMILES,Rab9 promoter act,NPC1 prom act,p53 reactivation,FLuc counter,MBNL1 CUG block,RORgamma inh,BRCA1 expr act,uPA surface inh,ELG1 genotox,VP16 counter
COc1cccc(N2CCN(CC(=O)Nc3ccnn3C3CCCC3)CC2)c1,-21%,-4%,-7%,4%,.,.,-3%,-10%,-1%,.
O=C(Nc1ccnc(=O)[nH]1)c1sc2ccccc2c1Cl,?,?,16%,?,7%,2%,5.6µM*,-6%,?,-11%
CCc1nn(-c2cc(Oc3cccc4ccccc34)nc(-c3ccccc3)n2)c(N)c1C#N,-26%,-10%,17%,2%,14%,-8%,0%,7%,?,-4%
COc1ccc(CN(C(=O)c2oc3ccccc3c2C)C2CCS(=O)(=O)C2)cc1OC (stereo not drawn),-1%,-2%,-11%,8%,-9%,7%,-72%,-3%,-4%,-9%
Cc1ccc(S(=O)(=O)NC(C)c2ccccc2)cc1[N+](=O)[O-] (stereo not drawn),5%,-1%,11%,1%,6%,-14%,-7%,-2%,-11%,-3%
OCCCNC(c1ccccc1)c1ccc(O)cc1 (stereo not drawn),1%,-4%,1%,4%,0%,-21%,1%,1%,0%,-11%
Cc1ccc(N(CC(=O)NC2CCCCC2C)S(=O)(=O)c2c(C)noc2C)cc1 (stereo not drawn),-5%,-16%,0%,2%,0%,-9%,-2%,-3%,-1%,-25%
CCC(NS(=O)(=O)c1ccc(OC)cc1)C(=O)NCCc1ccccc1 (stereo not drawn),-1%,-2%,4%,1%,-6%,8%,-13%,2%,-4%,1%
Cc1ccsc1C(=O)OCC(=O)N1CCc2ccccc2C1,0.79µM*,2.8µM*,18%,8.5µM*,-4%,?,7.9µM*,-3%,?,-12%
COc1ccc(-n2c(Cc3cccs3)nnc2SCC(=O)Nc2ccc3c(c2)OCCO3)cc1,-2%,2%,-9%,3%,-2%,?,-8%,4%,-5%,0%
CSc1cccc(N2CC(C(=O)Nc3ccccc3N3CCCC3)CC2=O)c1 (stereo not drawn),-5%,2%,-5%,-1%,.,.,-36%,1%,-1%,.
CCN1CCN(c2ccc(S(=O)(=O)N3CCOCC3)cc2NC(=O)CC(C)C)CC1,-3%,-3%,2%,7%,.,.,11%,-5%,3%,.
CC(C)(C)c1ccc(C(=O)N/C(=C\c2cccs2)C(=O)NCc2ccco2)cc1,4%,-2%,0%,-15%,15%,4%,-5%,-3%,0%,-19%
CCOC(=O)c1c(NC(=O)c2cccnc2)sc(C(C)=O)c1C,-2%,-1%,1%,-3%,?,2%,-24%,8%,0%,-12%
O=C(Cn1cnc2ccccc2c1=O)Nc1ccccc1N1CCOCC1,1%,-4%,-1%,-2%,1%,-1%,-8%,2%,0%,-6%
COc1ccc(NC(=O)CSc2nnc(C3CC3)n2-c2ccccc2)cc1,-4%,-4%,0%,7%,-17%,29%,-22%,.,-5%,-2%
NS(=O)(=O)c1ccc(CCNC(=O)CN2CCN(S(=O)(=O)c3ccccc3F)CC2)cc1,.,.,2%,.,.,.,-34%,-2%,-2%,.
O=C(CN1CCN(C(=O)C2CCCO2)CC1)Nc1c(Cl)cccc1Cl (stereo not drawn),0%,-4%,8%,2%,0%,6%,0%,15%,0%,-7%
Cc1cc(NC(=O)c2cc(-c3cccs3)on2)nn1Cc1ccc(Cl)cc1,-10%,-18%,25%,-1%,-2%,-29%,-37%,.,-8%,?
Cn1ncc(Br)c1C(=O)N1CCCC1,9%,5%,-1%,-1%,-6%,-3%,0%,1%,0%,2%
CCCOC(=O)CSc1nc(N2CCOCC2)c2c(c1C#N)CC(C)(C)OC2,-7%,0%,-2%,-1%,-1%,14%,-15%,3%,-8%,8%
COc1ccc(-c2cc(C(=O)Nc3sc4c(c3C#N)CCCC4)c3ccccc3n2)cc1OC,-1%,-3%,2%,?,1%,17%,-30%,7%,-7%,-7%
CCOC(=O)CN1N=C(c2ccc(Cl)s2)CSC1=O,2%,0%,-8%,-1%,.,10%,-1%,5%,0%,-13%
O=C(O)c1ccc(Cl)c(S(=O)(=O)Nc2ccc(S(=O)(=O)N3CCCC3)cc2)c1,.,.,-1%,.,.,.,-1%,7%,0%,.
COc1ccccc1N1CCN(C(=O)CSc2nc3ccccc3c(=O)n2CC2CCCO2)CC1 (stereo not drawn),5%,1%,-6%,-2%,-7%,37%,-4%,4%,-4%,-5%
CCOC(=O)Cc1csc2nc(-c3ccccc3)nn12,0%,-3%,1%,-15%,-2%,20%,19%,14%,0%,?
CC(C)(C)c1nc2ccccc2c2nnc(SCC(=O)Nc3nc4ccccc4s3)n12,0%,1%,-5%,2%,-13%,?,-63%,-5%,-2%,-19%
Cc1nc(N2CCN(Cc3ccc4c(c3)OCO4)CC2)[nH]c(=O)c1C,-4%,-4%,3%,2%,-2%,10%,-2%,4%,-3%,0%
Cc1ccc(-c2nn(-c3ccccc3)cc2C(=O)NCC2CCCO2)cc1 (stereo not drawn),0%,0%,12%,13µM*,.,.,0%,-7%,-3%,.
[O-][N+]12CCCCC1CCCC2CO (stereo not drawn),-4%,-6%,-2%,-3%,-1%,0%,12%,7%,0%,-4%
COc1ccc(/C=N/NC(N)=S)cc1,1%,1%,2%,?,-5%,11µM*,0%,-2%,5%,?
O=C(O)C(CCCCN1C(=O)C2C3C=CC(C3)C2C1=O)N1C(=O)C2C3C=CC(C3)C2C1=O (stereo not drawn),4%,-3%,18%,-1%,-2%,-14%,50%,0%,2%,-12%
O=C(CN1C(=O)c2cccnc2Oc2ccc(Cl)cc21)N1CCCCCC1,-3%,2%,-3%,2%,-1%,-2%,0%,-2%,1%,-11%
Clc1ccccc1Sc1ccc(-c2ccccn2)s1,2%,-3%,1%,?,302%[activator],9%,10%,-3%,0%,-6%
COc1ccc(CC(=O)Oc2ccc(Br)cc2F)cc1S(=O)(=O)N1CCOCC1,1%,-1%,7%,1%,.,.,13%,-3%,-2%,.
C=CCC(C)(NCc1ccccc1)c1ccccc1 (stereo not drawn),-6%,-4%,-3%,-1%,-11%,-37%,-10%,0%,1%,8%
Cn1c(=O)c2c(nc3sccn32)n(C)c1=O,-5%,3%,1%,-3%,-22%,0%,-5%,5%,2%,-10%
CCOc1ccc(CCNc2nc3ccc(C)cc3n3cnnc23)cc1OCC,-3%,0%,-6%,1%,-4%,6%,-31%,-1%,-5%,-7%
Nc1ccc2nc(-c3cccnc3)[nH]c2c1,-1%,-2%,9%,?,.,31%,23%,-16%,5%,7%
CCCC(=O)NC1C2CC3CC(C2)CC1C3 (stereo not drawn),-6%,3%,0%,0%,4%,1%,11%,7%,0%,-4%

# Molecules listed so far that have an aryl thioether with sulfur outside any ring:
SMILES,Rab9 promoter act,NPC1 prom act,p53 reactivation,FLuc counter,MBNL1 CUG block,RORgamma inh,BRCA1 expr act,uPA surface inh,ELG1 genotox,VP16 counter
COc1ccc(-n2c(Cc3cccs3)nnc2SCC(=O)Nc2ccc3c(c2)OCCO3)cc1,-2%,2%,-9%,3%,-2%,?,-8%,4%,-5%,0%
CSc1cccc(N2CC(C(=O)Nc3ccccc3N3CCCC3)CC2=O)c1 (stereo not drawn),-5%,2%,-5%,-1%,.,.,-36%,1%,-1%,.
COc1ccc(NC(=O)CSc2nnc(C3CC3)n2-c2ccccc2)cc1,-4%,-4%,0%,7%,-17%,29%,-22%,.,-5%,-2%
CCCOC(=O)CSc1nc(N2CCOCC2)c2c(c1C#N)CC(C)(C)OC2,-7%,0%,-2%,-1%,-1%,14%,-15%,3%,-8%,8%
COc1ccccc1N1CCN(C(=O)CSc2nc3ccccc3c(=O)n2CC2CCCO2)CC1 (stereo not drawn),5%,1%,-6%,-2%,-7%,37%,-4%,4%,-4%,-5%
CC(C)(C)c1nc2ccccc2c2nnc(SCC(=O)Nc3nc4ccccc4s3)n12,0%,1%,-5%,2%,-13%,?,-63%,-5%,-2%,-19%
Clc1ccccc1Sc1ccc(-c2ccccn2)s1,2%,-3%,1%,?,302%[activator],9%,10%,-3%,0%,-6%

# Screening data (PubChem)
